HTR2A ag = mouse Htr2a agonists via beta-arrestin recruitment, primary screen, cell-based, luminescence | 5-hydroxytryptamine receptor 2A (Mus musculus), P35363 | 360,000 tested, 0.66% active | CHO-K1 mHTR2A beta-arrestin complementation; percent of 30 µM serotonin response | AID 624169, 2012 | activation, % at 7.6 µM;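 active = activation above a run cutoff, the mean activation of all tested compounds plus 3 SD, cut at about 14% in these data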;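 also: 0% = plate median of compound wells and 100% = 30 µM serotonin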
Target sequence (P35363 whole entry, looked up): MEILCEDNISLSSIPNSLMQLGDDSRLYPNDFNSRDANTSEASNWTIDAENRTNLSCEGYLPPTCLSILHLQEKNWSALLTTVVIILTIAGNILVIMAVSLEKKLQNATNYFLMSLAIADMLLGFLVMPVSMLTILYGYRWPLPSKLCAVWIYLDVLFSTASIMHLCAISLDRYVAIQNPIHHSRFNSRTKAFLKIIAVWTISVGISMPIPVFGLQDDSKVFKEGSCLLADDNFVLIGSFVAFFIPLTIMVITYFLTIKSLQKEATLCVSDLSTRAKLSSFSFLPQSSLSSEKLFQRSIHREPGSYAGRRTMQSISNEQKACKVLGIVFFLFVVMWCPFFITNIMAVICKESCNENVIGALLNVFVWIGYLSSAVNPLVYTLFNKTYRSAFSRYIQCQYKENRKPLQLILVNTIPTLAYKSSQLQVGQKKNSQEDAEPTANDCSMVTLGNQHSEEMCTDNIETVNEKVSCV
hiPSC survival = enhancers of single-cell hiPSC survival, primary screen, ATPlite luminescence | 100% = ROCK inhibitor wells, 0% = DMSO | survival enhancement, % at 20 µM | 360,000 tested, 0.044% active | AID 602274, 2012; in the data active = survival enhancement above about 18%;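 also: cells exposed to compounds for 16 hours before the ATP read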
ABCB6 inh 2 = ABCB6 transporter inhibitors, primary screen, K562-ABCB6 cells, flow cytometry, MLPCN library; K562-ABCB6 porphyrin accumulation, 1 h; active compounds read low; fluorescence ratio to DMSO, % at 10 µM; 360,000 tested, 0.19% active; AID 602162, 2011;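 active = fluorescence ratio to DMSO below 75%, the collection mean minus 3 SD; inconclusive = too few cells collected in the well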;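 also: signal is porphyrin accumulated inside mitochondria; 100% equals median channel fluorescence of DMSO control wells; lower ratio means ABCB6 inhibition with less porphyrin fluorescence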
aDG glyco act = activators of alpha-DG glycosylation, primary screen, uHTS, Pro5-aDG cells, AlphaScreen | 360,000 tested, 0.22% active | alpha-DG glycosylation AlphaScreen (IIH6); 0% Pro5, 100% B10-LARGE cell signal | activation, % at 10 µM;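 active = activation of at least 8% versus controls, or a plate z-score of at least 8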;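 also: Pro5 are CHO cells carrying HIG-tagged alpha-DG that lacks glycosylation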
N-glyco inh = increase of ERlucT glycosylation luciferase signal, primary screen, N-linked glycosylation inhibitor project, D54 ERlucT cells, luminescence, set 2 | 360,000 tested, 0.23% active | reporter increase, % at 12.5 µM | D54 ERlucT glycosylation luciferase reporter, 24 h; percent of 100 nM tunicamycin response;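 active = mean luciferase reporter signal, scaled so untreated is 0 and the glycosylation-blocking control 100, at or above a set limit in every replicate; inconclusive = mean reaches the limit but not every replicate does; inactive = mean below the limit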;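 also: luciferase carries N-glycosylation sites so blocking glycosylation raises the light; 0% = median of neutral control wells and 100% = median of 100 nM tunicamycin wells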
CaV13 ICDI inh = Disruptors of the CACNA1D IQ motif to Ca2+-dependent inactivation inhibitor domain association, primary screening, Förster resonance energy transfer in intact living …; HEK cells, CFP/YFP FRET ICDI-IQ, plate reader, 10 min; percent FRET-ratio fall versus neutral wells; inhibition, % at 12.3 µM; 340,000 tested, 0.098% active;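 active = mean replicate inhibition of at least 30% and at least 1% of replicates passing that level; inconclusive = only one of the two criteria is met; inactive = neither criterion is met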;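 also: 0% = median of the neutral control wells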
Exocytosis inh = LAMP-1 surface exposure blockers, TALL-104 cells – cell-based, flow cytometry, MLPCN library, primary screen; 360,000 tested, 0.66% active; inhibition, % at 10 µM; TALL-104 LAMP-1 surface exposure; cells stimulated with thapsigargin and PMA;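 active = inhibition above about 55%, limit read from the data; inconclusive = no clear call, values can overlap the other calls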
Vif inh = HIV Vif self-association inhibitors, primary screen, imaging, HEK293T, single point; HEK293T cells, Vif self-association by quenched fluorescence, 24 h; inhibition, % at 7.49 µM; 340,000 tested, 0.35% active; in the data active = inhibition above about 50%, passing the limit was not always enough; inconclusive = no clear call, values can overlap the other calls; inactive = below about 31%; also: some results filed as inactive read as strong as hits
H9c2 protect = cardioprotection against H2O2-induced cell death, primary screen, uHTS, H9c2 cells, ATPLite luminescence | H9c2 cardiomyocytes, H2O2 injury protection, 2 h | protection from H2O2 cell death, % at 20 µM | 360,000 tested, 0.63% active;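 active = compounds giving at least 50% protection of heart cells from peroxide-induced death in the single-dose screen, raw or plate-pattern-corrected value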;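 also: 0% = DMSO wells with peroxide and 100% = DMSO wells without peroxide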
PDI inh = inhibitors of human PDI, primary screen, biochemical, turbidity, single point, plate reader; 350,000 tested, 0.052% active; PDI insulin aggregation turbidity, A650, 90 min; Protein disulfide-isomerase (Homo sapiens), P07237; inhibition, % at 10 µM;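 active = mean inhibition across replicates of 30% or more, whatever share of single replicates reach that level; inconclusive = mean inhibition below 30% while every single replicate reaches 30%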;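 also: absorbance from insulin aggregation driven by PDI reduction with DTT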
Target sequence (P07237 whole entry, looked up): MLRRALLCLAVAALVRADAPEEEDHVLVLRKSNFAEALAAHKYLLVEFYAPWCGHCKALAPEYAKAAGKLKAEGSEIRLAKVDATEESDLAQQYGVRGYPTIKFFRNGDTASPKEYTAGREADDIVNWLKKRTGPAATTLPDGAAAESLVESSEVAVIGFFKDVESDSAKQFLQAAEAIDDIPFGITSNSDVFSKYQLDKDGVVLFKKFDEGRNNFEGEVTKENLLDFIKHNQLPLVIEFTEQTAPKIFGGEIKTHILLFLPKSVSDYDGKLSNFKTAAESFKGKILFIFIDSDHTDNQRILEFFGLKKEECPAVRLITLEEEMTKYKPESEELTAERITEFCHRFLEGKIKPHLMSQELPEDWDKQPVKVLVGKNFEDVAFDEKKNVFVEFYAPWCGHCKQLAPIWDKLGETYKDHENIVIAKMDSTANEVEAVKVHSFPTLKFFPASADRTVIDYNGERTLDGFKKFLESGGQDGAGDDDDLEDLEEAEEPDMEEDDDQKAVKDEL
The depositor's hits bear a star; ? = inconclusive; nt = not tested or not shown. The list is partial, so the mix of outcomes need not match the whole.

Structure	HTR2A ag	hiPSC survival	ABCB6 inh 2	aDG glyco act	N-glyco inh	CaV13 ICDI inh	Exocytosis inh	Vif inh	H9c2 protect	PDI inh
COc1ccccc1-n1c(O)c(C=NC2CC2)c(=O)[nH]c1=O	-2.8	-0.2	102.0	0.3	0.8	-4.3	0.0	3.8	6.6	-0.9
C[C@]12CC[C@@H](O)C[C@@H]1CC[C@@H]1[C@@H]2CC[C@]2(C)[C@@H](O)CC[C@@H]12	2.5	1.1	105.0	-0.1	-2.0	-4.2	-4.0	-2.0	-0.7	-6.2
Cn1c(O)c(C=NCc2cccs2)c(=O)n(C)c1=O	4.0	0.6	96.0	-0.2	2.4	-10.4	2.5	-19.9	-2.1	0.0
COc1ccccc1CC1C(=O)C2CCN1CC2 (stereo not given)	-2.1	3.5	103.0	-0.1	-0.3	-0.6	2.4	3.8	20.6	0.4
CCCCC(=O)N/N=C/c1c(O)n(CC)c(=S)n(CC)c1=O	-5.5	0.8	100.0	2.0	1.0	-3.7	2.9	16.0	22.3	9.4
COC/C=C1\CN2C3C[C@@H]1[C@H]1COC4=Nc5cc(OC)c(OC)c(OC)c5[C@@]43C[C@@H]12	-0.1	2.1	103.0	0.0	-1.0	nt	0.4	-6.5	-3.8	nt
CC(C)CN1CCN(Cc2ccccc2C(F)(F)F)CC1CCO (stereo not given)	-1.8	0.6	95.0	0.0	-0.7	5.4	-1.1	2.1	-2.9	-2.3
O=C(C1CCN(c2nc3ccc(Br)cc3s2)CC1)N1CCC2(CC1)OCCO2	-0.9	-2.0	101.0	2.8	-0.4	nt	1.7	-17.1	-26.9	0.1
Cc1cccc(OP(N)(=O)Oc2cccc(C)c2C)c1C	2.9	0.5	97.0	0.3	1.2	7.1	-7.5	2.4	-6.1	7.7
O=C1CCN(C(=O)Cc2ccccc2[N+](=O)[O-])CC1	5.7	0.1	102.0	0.2	1.5	7.2	-0.9	8.0	-3.8	-0.1
CC(=O)OC1(c2ccccc2)CCN(C)C(C)C1C (stereo not given)	0.1	2.1	94.0	0.1	-1.0	-5.6	-2.5	-1.1	0.7	-8.4
Cc1nn(CC(C)C)c(Cl)c1C(=O)NC1CCC(C)CC1 (stereo not given)	-2.4	-0.2	101.0	0.0	-2.7	-1.4	12.2	4.2	-0.7	-1.3
O=C(Nc1cccc2ccccc12)N1Cc2ccccc2-n2nncc2C1	-1.5	0.2	100.0	0.1	2.4	-6.8	-3.4	nt	-7.8	-2.0
Cc1ccc(-n2c(=O)[nH]c3ccccc3c2=O)cc1[N+](=O)[O-]	1.2	1.3	98.0	-0.3	-2.6	nt	-0.2	3.9	-2.3	nt
CC(C)Oc1cccnc1N(C)C1CCN(Cc2ccccc2)CC1	8.4	6.9	104.0	0.9	-3.7	-4.3	3.1	-8.5	-3.2	-3.0
CCC(C)n1c(O)c(C=NCC2CCCO2)c(=O)[nH]c1=S (stereo not given)	-1.1	0.2	98.0	-0.1	2.5	-5.2	-2.8	-14.2	-3.1	-4.0
CC1C(c2ccccc2)OC(=O)N1C (stereo not given)	4.4	-0.7	96.0	-0.3	-1.0	-5.5	-2.6	14.0	4.8	6.4
Cn1c2ccccc2c2c(C(=O)N3CCC4(CC3)OCCO4)cn(C3CCCC3)c(=O)c21	0.3	-4.1	93.0	-0.5	0.8	nt	0.3	-19.5	25.8	-1.9
CN1c2ccccc2Oc2ccccc21	-1.4	-0.2	101.0	-0.1	0.0	-16.5	3.1	12.0	-8.5	-11.9
Cc1ccc(S(=O)(=O)N(C)C)cc1NC(=O)C(C)[N+]12CCN(CC1)CC2 (stereo not given)	-3.9	1.3	97.0	0.0	0.4	-6.3	-1.1	1.9	-8.8	-7.2
CN(C)CCN=Cc1c(O)n(-c2cccc3ccccc23)c(=O)[nH]c1=O	-1.3	0.8	95.0	0.0	0.4	-8.4	-2.5	0.0	1.0	-3.8
CC(C)(O)C1C2OC(=O)C1C1(O)CC3OC34C(=O)OC2C14C (stereo not given)	-1.2	0.6	104.0	-0.1	0.4	-4.7	-5.0	-1.2	-12.5	-2.1
CC(C)[C@H](NC(=O)N1C[C@H]2C[C@@H](C1)c1cccc(=O)n1C2)C(=O)Nc1ccccc1F	4.8	-0.7	101.0	-0.1	-0.5	nt	0.8	-4.4	11.8	nt
CC(=O)OC1N=C(c2ccc(Cl)cc2)c2cc(Br)ccc2NC1=O (stereo not given)	7.5	-0.1	99.0	0.2	-1.0	-5.8	0.4	-8.3	-0.8	27.0
O=c1[nH]c(=O)n(-c2ccc(F)cc2)c(O)c1C=Nc1ccccc1N1CCCC1	6.0	-1.4	98.0	0.5	-1.6	-7.9	0.0	4.8	-0.1	-12.4
O=P(Oc1ccccc1)(Oc1ccccc1)N1CCN(c2ccc(F)cc2)CC1	-9.4	1.1	99.0	0.3	-1.6	-4.4	4.8	-0.3	-0.7	2.4
O=C(c1sc2ccccc2c1Cl)N1CCC2(CC1)OCCO2	3.2	8.8	104.0	-0.3	2.3	-4.6	-1.3	0.2	-5.2	-4.0
COc1ccc(-n2c(CN3CCOCC3)nc3ccccc3c2=O)c(OC)c1	1.1	0.0	101.0	1.2	0.3	6.5	-9.0	-6.0	0.2	11.7
CCN1C(=O)/C(=C/c2ccc(N(CC)CC)cc2OC)C(=O)NC1=S	-3.0	0.7	258.0	-0.2	2.5	-2.9	28.1	0.0	-10.6	-12.4
Cc1cc[n+](Cc2ccccc2)cc1	0.5	-1.8	91.0	0.2	3.2	-10.5	-5.5	-14.2	-1.6	-4.3
COc1nc(NC(C)C)nc(NC(C)C)n1	0.8	-3.2	99.0	0.1	3.0	-5.5	-7.1	-6.3	5.3	-0.9
O=c1[nH]c(=S)n(CCC2=CCCCC2)c(O)c1C=NC1CCN(Cc2ccccc2)CC1	-1.1	0.1	95.0	1.1	-2.9	nt	1.8	-18.9	-9.7	-4.8
O=c1[nH]c(=O)n(Cc2ccco2)c(O)c1C=NC1CCN(Cc2ccccc2)CC1	-8.0	-0.4	96.0	-0.1	0.6	-4.1	-2.3	-2.4	1.7	2.9
COc1cccc(CNCCc2ccccc2)c1OC	0.1	-1.8	103.0	0.2	1.0	-5.0	-0.4	9.9	-0.9	1.1
CCOC(=O)c1c(N)n(CCN2CCCCC2)c2nc3ccccc3nc12	-3.0	-0.8	101.0	-0.2	19.6	nt	-3.6	-6.2	-3.8	-8.2
COc1ccc(OCC(=O)Nc2ccc(Cl)cc2C(=O)c2ccccc2)cc1	8.7	-2.1	89.0	-0.1	-0.7	nt	2.6	-19.0	-2.8	27.5
C[N+]1=C(/C=C/Nc2ccccc2)C(C)(C)c2ccccc21	2.1	-1.6	267.0	0.6	-5.6	-4.1	-1.0	-3.3	-14.4	4.6
CC(=O)c1c(C)n(CC2CCCO2)c2ccc(O)cc12 (stereo not given)	2.0	0.6	98.0	-0.2	-3.7	-9.4	-0.2	14.0	6.5	6.3
CCC(=NC1CC1)c1c(O)n(C2CCCCC2)c(=O)[nH]c1=O	0.6	2.1	100.0	-0.1	-0.7	nt	0.3	-9.7	-3.7	0.5
O=C1NC(=O)C(=Cc2ccc(-c3ccc(Cl)cc3)o2)C(=O)N1	-6.2	1.6	102.0	-0.2	4.4	nt	-11.0	-1.9	-9.1	-2.6
O=c1c2ccccc2nc(-c2cccs2)n1-c1cnccn1	4.8	-2.0	98.0	-0.1	0.8	nt	2.1	12.4	-2.3	18.9
O=C1NC2C(=CC(O)C(O)C2O)c2cc3c(c(O)c21)OCO3 (stereo not given)	8.6	-3.4	92.0	-0.4	-17.9	-7.3	0.1	-3.3	10.8	-2.4
CCOc1cc(/C=C2\C(=O)NC(=O)N(C)C2=O)cc([N+](=O)[O-])c1O	2.0	-0.1	104.0	0.9	0.7	-4.3	0.9	-1.5	-0.1	2.8
O=C(Cc1ccccc1)N1CCN(Cc2ccc(Cl)cc2)CC1	1.5	-0.3	87.0	-0.1	-1.4	-2.9	-13.5	4.4	-2.4	-0.2
O=c1c2ccccc2nc(CSc2ncnc3nc[nH]c23)n1-c1ccccc1Cl	-1.4	-1.3	85.0	-0.2	-2.0	-4.2	1.7	0.0	15.0	0.2
CC(CC(C#N)(c1ccccc1)c1ccccc1)N(C)C (stereo not given)	-4.2	-2.1	100.0	0.3	-2.9	nt	1.0	-5.5	8.0	5.2
NC(=O)Nc1ccc(C(=O)OCC(=O)Nc2ccc(Cl)cc2C(=O)c2ccccc2)cc1	1.6	3.1	99.0	-0.1	-1.0	-8.7	?	0.4	-1.2	-4.7

Compounds shown so far with a furan ring, fused or not:
Structure	HTR2A ag	hiPSC survival	ABCB6 inh 2	aDG glyco act	N-glyco inh	CaV13 ICDI inh	Exocytosis inh	Vif inh	H9c2 protect	PDI inh
O=c1[nH]c(=O)n(Cc2ccco2)c(O)c1C=NC1CCN(Cc2ccccc2)CC1	-8.0	-0.4	96.0	-0.1	0.6	-4.1	-2.3	-2.4	1.7	2.9
O=C1NC(=O)C(=Cc2ccc(-c3ccc(Cl)cc3)o2)C(=O)N1	-6.2	1.6	102.0	-0.2	4.4	nt	-11.0	-1.9	-9.1	-2.6
